Compound activity as filed in PubChem BioAssay.
Platelet DG rel: inhibitors of platelet dense granule secretion, primary screen, cell-based, MLPCN, human platelets. human platelet-rich plasma, SFLLRN dense granule ATP release, luminescence. AID 1663, 2009. actives 0.22% (n = 300,000). inhibition, %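 (compounds screened at 7.5 µM in platelet-rich plasma)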;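 active = mean replicate score, as percent of positive control, at or above 50; inconclusive = mean below 50 but at least one replicate at or above 50; inactive = mean and every replicate below 50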
GSK3 alpha inh: blockers of GSK3A enzyme activity – biochemical, luminescence, cell-free homogeneous, HTS, primary screen; Glycogen synthase kinase-3 alpha (Homo sapiens), P49840; GSK-3 alpha kinase, ADP-Glo luminescence, 60 min; inhibition, % at 10 µM; actives 0.1% (n = 320,000);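 in the data active = inhibition above about 50%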;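 also: GST-tagged GSK-3 alpha with peptide substrate and 25 µM ATP; 0% = DMSO neutral wells and 100% = GW8510 positive control wells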
Target sequence (P49840 whole entry, looked up): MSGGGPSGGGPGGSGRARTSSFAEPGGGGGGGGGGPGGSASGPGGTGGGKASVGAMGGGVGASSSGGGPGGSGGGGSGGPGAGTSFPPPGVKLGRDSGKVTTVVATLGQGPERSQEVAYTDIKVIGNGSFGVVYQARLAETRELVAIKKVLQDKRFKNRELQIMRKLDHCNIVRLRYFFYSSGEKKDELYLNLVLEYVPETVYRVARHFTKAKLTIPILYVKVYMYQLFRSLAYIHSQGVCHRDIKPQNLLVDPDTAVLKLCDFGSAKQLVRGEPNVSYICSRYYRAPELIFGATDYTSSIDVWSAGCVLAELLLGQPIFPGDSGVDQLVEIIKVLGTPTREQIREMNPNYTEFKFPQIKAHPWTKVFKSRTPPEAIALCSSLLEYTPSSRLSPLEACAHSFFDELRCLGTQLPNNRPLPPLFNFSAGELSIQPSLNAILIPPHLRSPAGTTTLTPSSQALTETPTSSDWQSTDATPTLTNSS
HSP90 inh: HSP90 inhibitors, primary screen, cell lysate, luminescence; inhibition, % at 5.6 µM; actives 0.91% (n = 290,000); Heat shock protein HSP 90 (rabbit reticulocyte lysate; luciferase refolding); Rabbit reticulocyte lysate, luciferase refolding luminescence, 3 h; AID 1789, 2009;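 active = inhibition above the screen-wide mean plus 3 SD, computed separately per campaign, cut at about 16% in these data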;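 also: 0% = DMSO wells and 100% = 60 µM geldanamycin wells; inhibitors lower the luminescence because luciferase stays unfolded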
HSF1 inhib: HSF1 inhibitors in luciferase reporter cells, primary screen, cell-based, NIH3T3, luminescence; NIH3T3-HGL HSE-luciferase, MG132-induced, luminescence 8 h; stronger effect = lower value; activity change, negative = inhibition, % at 7.5 µM (by protocol); actives 0.77% (n = 300,000);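 active = more than half of replicate wells show activity change below -50%, luminescence cut by over half; inconclusive = some wells, but at most half, below -50%; inactive = no replicate well below -50%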;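 also: luciferase reports HSF-1 transcriptional activity via heat shock element; 0% = median of DMSO wells and -100% = zero luminescence signal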
Dyrk1A ADPGlo: rat Dyrk1A kinase inhibitors, primary screen, biochemical, single point, plate reader. inhibition, % at 12.5 µM. actives 0.43% (n = 310,000). ADP-Glo luminescence, NFATc1 peptide. Dual specificity tyrosine-phosphorylation-regulated kinase 1A (Rattus norvegicus), Q63470. AID 504441, 2011; in the data active = inhibition above about 50%;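 also: plate controls were vehicle with enzyme for no effect and no enzyme for full effect; many of its hits are not listed in these tables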
PolyA inh: polyadenylation inhibitors in yeast reporter cells, primary screen, luminescence, S. cerevisiae; AID 1875, 2009; actives 0.02% (n = 300,000); calls only at 12 µM; S. cerevisiae SKY197-pL101 polyadenylation reporter, beta-gal luminescence; efflux-impaired pdr1/pdr3 knockout yeast; score 100 = 6 SD above DMSO;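 active = lowest replicate activity score at least 50, where 100 means six control SD above control mean; inconclusive = lowest score under 50 but half or more replicates reach 50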;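 also: yeast exposed to compound for 9 h at 30 °C; higher score means more reporter readthrough which indicates perturbed polyadenylation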
HDAC3 inhib: HDAC3 deacetylase inhibitors, primary screen, biochemical, fluorescence, cell-free homogeneous; AID 2718, 2010; recombinant HDAC3, fluorogenic peptide/trypsin coupled; inhibition, % at 8.3 µM; actives 0.15% (n = 320,000); Histone deacetylase 3 (Homo sapiens), O15379; in the data active = inhibition above about 26%, passing the limit was not always enough; inconclusive = no clear call, values can overlap the other calls
Target sequence (O15379 whole entry, looked up): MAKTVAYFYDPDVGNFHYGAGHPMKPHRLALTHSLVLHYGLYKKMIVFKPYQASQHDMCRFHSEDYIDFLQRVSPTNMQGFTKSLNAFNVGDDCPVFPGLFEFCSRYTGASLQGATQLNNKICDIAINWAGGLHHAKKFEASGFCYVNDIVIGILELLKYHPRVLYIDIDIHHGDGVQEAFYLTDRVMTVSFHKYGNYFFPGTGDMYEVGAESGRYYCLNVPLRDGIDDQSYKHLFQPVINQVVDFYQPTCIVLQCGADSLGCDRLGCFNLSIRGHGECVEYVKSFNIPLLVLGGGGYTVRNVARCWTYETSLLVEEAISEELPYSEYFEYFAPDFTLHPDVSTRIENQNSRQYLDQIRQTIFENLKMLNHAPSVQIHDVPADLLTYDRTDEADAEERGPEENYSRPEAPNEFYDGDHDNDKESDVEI
HSF1 activator: HSF-1 activators, primary screen, NIH3T3-HGL cells, MG132 stress, luminescence, single point. NIH3T3-HGL HSF-1 luciferase reporter, 8 h; 100% = twice DMSO control signal. activation, % at 9 µM. actives 1.7% (n = 300,000). AID 504408, 2011;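 active = mean replicate activation of at least 50% with a set share of replicates each reaching 50%; inconclusive = only one of those two conditions met; inactive = mean below 50% and too few replicates reaching it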;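 also: 0% = median of the neutral control wells and 100% = twice that signal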
GSK3beta inhib: human GSK3beta kinase inhibitors, primary screen, biochemical, cell-free homogeneous, HTS | Glycogen synthase kinase-3 beta (Homo sapiens), P49841 | GST-GSK3beta kinase, ADP-Glo luminescence, 60 min; stronger effect = lower value | activity score (negative = inhibition), % at 10 µM | actives 0.038% (n = 300,000);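 active = more than half of replicate wells score below -50%, meaning over 50% inhibition versus plate controls; inconclusive = some replicates but at most half score below -50%; inactive = no replicate scores below -50%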;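 also: 0% = median DMSO wells and -100% = median GW8510 positive control wells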
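Test system: GST-fused GSK3beta enzyme, cell-free | Quantity: 1.6 ng GST-GSK3beta enzyme per well | Reagent: 25 µM ATP with peptide substrate | Schedule: 60 min enzyme reaction, room temperature | Signal: Luminescent ADP-Glo measurement of ADP formed | Read-out basis: Score relative to plate controls | Control set: DMSO and 20 µM GW8510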
AI-2 QS mod: Vibrio harveyi AI-2 quorum sensing modulators, primary screen, JMH597 strain, luminescence/OD600 ratio. actives 0.4% (n = 300,000). AID 2094, 2009. Vibrio harveyi JMH597 AI-2 luminescence/OD600 ratio, 9 h; stronger effect = lower value; strain lacks LuxN and CqsS sensors; 0 = neutral-control median. activity change, % at 7.5 µM; in the data active = activity change below about -75%, passing the limit was not always enough; inconclusive = no clear call, values can overlap the other calls;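 also: luminescence divided by OD600 gain over 9 h not by final OD600 alone; inactives centre near 13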
The depositor's hits bear a star; i = inactive; ? = inconclusive; / = not tested or not shown.

SMILES | Platelet DG rel | GSK3 alpha inh | HSP90 inh | HSF1 inhib | Dyrk1A ADPGlo | PolyA inh | HDAC3 inhib | HSF1 activator | GSK3beta inhib | AI-2 QS mod
COc1ccc2ccccc2c1C1CC(=O)N2CN(Cc3ccco3)CSC2=C1C#N (stereo not drawn) | -6.2 | -6.6 | 3.2 | 13.1 | -1.9 | i | 44.4* | 1.1 | 0.9 | 23.5
Cc1ccc(NC(=O)c2ccccc2NS(=O)(=O)c2ccc(Cl)s2)cc1 | 3.6 | / | 0.2 | -7.9 | -10.7 | i | / | 8.2 | -0.6 | 7.7
Cc1cccc(NS(=O)(=O)c2ccc(OCC(=O)N3CCCC3)cc2)c1 | 2.3 | -0.8 | -0.3 | -5.4 | -2.1 | i | 5.4 | -18.8 | 1.8 | 15.6
COc1cc(N)c(Cc2nccc3cc(OC)c(OC)cc23)cc1OC | 12.3 | 0.7 | -0.4 | 4.6 | -4.1 | i | 2.4 | 26.5 | 1.3 | 6.4
O=C(NC1CCS(=O)(=O)C1)c1ccc(S(=O)(=O)N2CCCC2)cc1 (stereo not drawn) | -4.0 | -2.9 | -4.4 | -2.3 | -3.3 | i | -3.0 | -0.2 | 2.1 | 33.3
O=C(Nn1c(-c2ccncc2)nc2ccccc2c1=O)c1ccc([N+](=O)[O-])cc1Cl | -1.8 | -3.4 | 1.6 | -1.4 | -3.9 | i | -3.5 | 28.9 | 2.5 | 16.2
CC(=O)N1c2ccc([N+](=O)[O-])cc2NC(=O)CC1C (stereo not drawn) | 5.1 | 11.7 | 4.0 | -2.0 | 4.9 | i | 0.4 | -0.4 | -2.6 | 11.5
CN1CCN(C(=O)C2=C[C@@H](C3CC3)C[C@@H](OCc3ccc(CO)cc3)O2)CC1 | 6.8 | 0.5 | -3.5 | 1.7 | -0.5 | i | -1.7 | 19.5 | 1.9 | 20.8
CCOC(=O)C1CCCN(C(=O)c2cn(CC(C)C)c(=O)c3cc(OC)c(OC)cc23)C1 (stereo not drawn) | -0.9 | -1.3 | -0.8 | -4.1 | 0.2 | i | 2.0 | 2.1 | -2.1 | 9.5
CCOc1ccc(CN2CCN(C(=O)c3cccc(F)c3)CC2)cc1 | -0.4 | -3.6 | 5.2 | 0.0 | -5.7 | i | -3.9 | -16.2 | -18.1 | -1.9
CCc1nn(CCCC(=O)N2CCN(c3cccc(C)c3C)CC2)c(=O)c2cc3occc3n12 | -0.5 | -1.3 | -4.0 | 1.3 | -3.4 | i | 5.5 | 6.1 | 0.0 | 4.6
Cc1oc(-c2cccc(C(F)(F)F)c2)nc1CN1CCN(c2ccccn2)CC1 | -4.5 | 4.1 | 3.3 | / | -5.2 | i | 13.3 | / | -0.2 | 5.5
CCC(=O)Nc1ccc(NC(=O)c2ccccc2Cl)nc1 | 4.3 | 0.7 | -1.3 | 6.8 | 3.4 | i | 0.9 | -4.3 | 1.9 | -5.7
Nn1c(SCC(=O)N2CCN(S(=O)(=O)c3ccccc3)CC2)nnc1-c1cccs1 | -0.2 | 12.8 | -1.6 | 3.0 | -3.9 | i | -1.6 | -0.1 | 0.0 | 17.8
CCOC(=O)C(CC)Sc1ncnc2c1nnn2-c1ccc(F)cc1 (stereo not drawn) | 1.4 | -4.3 | -7.2 | / | 11.3 | i | 0.1 | / | 1.9 | 32.0
CC(NC(=O)C1CCCCC1)C(c1cccs1)N1CCOCC1 (stereo not drawn) | 1.9 | -0.1 | / | -1.0 | -6.6 | i | / | -13.6 | -2.8 | 5.6
CNC(=O)c1[nH]cnc1C(=O)Nc1ccccn1 | -17.5 | 6.0 | 0.6 | 2.1 | -1.6 | i | 0.8 | -1.3 | -1.3 | -4.8
O=C(CNS(=O)(=O)c1ccccc1)NCC(=O)OCc1ccc(Cl)cc1 | -2.7 | -3.7 | 1.3 | 0.3 | 17.6 | i | -4.3 | -0.4 | -1.6 | 11.0
Cc1ccc(CN(C)C(=O)C2CCC(=O)N(CC3CCCCC3)C2)o1 (stereo not drawn) | -19.1 | -2.6 | 1.8 | 2.5 | -12.5 | i | 1.2 | 13.0 | -1.9 | -11.1
Cc1cc(C)n(-c2nc3c(c(=O)[nH]c(=O)n3C)n2CC(C)C)n1 | / | -5.0 | 4.1 | / | -4.7 | i | -3.7 | / | 2.0 | 2.9
O=C(CSc1nnc(Cc2cccs2)n1C1CCCCC1)N1CCCc2ccccc21 | 3.5 | -2.7 | 4.8 | -4.8 | -1.8 | i | 2.3 | -2.8 | -5.0 | -4.7
O=C(O)c1cnn(-c2ccccc2)c1-c1ccccc1 | 1.7 | -3.5 | -0.4 | -5.0 | 0.9 | i | 0.9 | -2.4 | -0.7 | -3.9
COc1ccc(S(=O)(=O)Nc2nc3c(s2)CCCC3)cc1 | 0.0 | 0.6 | -0.1 | -4.7 | 0.0 | i | -0.7 | 6.0 | 1.0 | 22.5
Cc1ccccc1C1NC(c2ccccc2C)C(C)C(=O)C1C (stereo not drawn) | 1.9 | -2.1 | -3.6 | -4.1 | 2.2 | i | -4.9 | 1.3 | 0.6 | 8.9
O=C(Cn1[nH]c(=O)c2ccccc2c1=O)Nc1ccc2c(c1)CCC2 | 4.2 | -1.2 | -0.3 | 1.6 | -3.7 | i | 2.0 | -0.4 | -1.4 | -40.6

(next part)
SMILES | Platelet DG rel | GSK3 alpha inh | HSP90 inh | HSF1 inhib | Dyrk1A ADPGlo | PolyA inh | HDAC3 inhib | HSF1 activator | GSK3beta inhib | AI-2 QS mod
CCCCCCCNc1nc(Cl)nc(NCCO)n1 | -2.9 | -4.2 | 1.6 | 20.4 | 3.7 | i | ? | 47.7 | 0.8 | 11.3
CCOC(=O)CCc1c(C)c(C#N)c2nc3ccccc3n2c1-n1ccnc1C | -1.6 | / | 1.1 | -5.3 | -0.9 | i | -3.2 | -0.7 | -7.1 | 20.2
Cc1cc(C(=O)CSc2nc3ccccc3c(=O)[nH]2)c(C)n1CC1CCCO1 (stereo not drawn) | -0.6 | -5.4 | -1.4 | 22.3 | 13.1 | i | -2.3 | 58.8* | 1.1 | 14.8
Cc1ccc(C)c(CSC2=NCCN2S(=O)(=O)c2ccccc2)c1 | -5.7 | 2.3 | 2.4 | 4.2 | -1.4 | i | 7.8 | 0.2 | -5.8 | 15.7
C=CCN=C1S/C(=C/c2cccc([N+](=O)[O-])c2)C(=O)N1CC=C | -1.5 | -2.3 | 2.4 | 17.7 | / | i | 4.6 | 1.1 | -0.4 | 22.4
COc1ccc(S(=O)(=O)NCC2CCCN(Cc3cn(C)nc3C)C2)cc1 (stereo not drawn) | -11.7 | 2.8 | -1.7 | -7.3 | 8.4 | i | 0.8 | 4.2 | -0.2 | 6.2
N/C(Cc1ccccc1)=N\OC(=O)c1cccc2ccccc12 | 4.8 | 1.0 | 2.2 | 12.5 | 3.3 | i | 1.3 | 38.2 | -0.2 | -39.4
COc1ccc(Nc2nc(N3CCN(C)CC3)nc3ccccc23)c(OC)c1 | 6.6 | 0.2 | 4.6 | -2.3 | 0.1 | i | 3.3 | 10.1 | -2.6 | -1.6
COC(=O)[C@H](Cc1ccccc1)NC(=O)NCc1cccs1 | 9.7 | / | -4.4 | -5.6 | 4.1 | i | -2.2 | -4.8 | 0.8 | 6.7
Cc1ccc(N=Nc2c(N)[nH]n3c(=O)c4c(nc23)CCCC4)cc1 | -9.6 | / | 0.5 | 5.8 | / | i | / | 17.7 | 4.4 | 10.9
CSc1nc(N(C)C)c2ccccc2n1 | 4.1 | -1.0 | -3.5 | -4.2 | 5.2 | i | 0.7 | -9.1 | 0.5 | 7.3
CC1=C(C(=O)Nc2cccc(C(=O)NC(C)c3ccccc3)c2)SCCO1 (stereo not drawn) | -3.8 | -1.1 | 4.8 | -1.6 | 0.2 | i | 9.0 | 2.4 | 1.8 | 5.2
COc1cc(/C=N/Nc2ccc(S(N)(=O)=O)cc2)cc(OC)c1OC | -20.9 | -4.6 | -2.1 | -2.6 | 5.4 | i | 0.5 | 11.9 | 2.3 | 19.2
NC(=O)[C@H](Cc1cc2ccccc2s1)NC(=O)[C@@H]1CC2(CC(c3cccc(NC(=O)[C@@H]4CCC(=O)N4)c3)=NO2)CN1C(=O)/C=C/c1c(F)cccc1Cl (stereo partly drawn) | 8.8 | 0.8 | 0.4 | -4.9 | 12.8 | i | 8.7 | -0.1 | -3.2 | 20.5
Cc1ccccc1NC(=O)Nc1ccc2c(c1)CCC2 | 15.9 | 0.8 | 0.0 | 9.5 | / | i | -0.4 | 34.5 | -2.3 | 11.6
Cc1oc(-c2ccccc2F)nc1CSCC(=O)NC1CCC(C)CC1 (stereo not drawn) | 0.0 | -2.2 | -1.9 | 19.2 | -2.2 | i | -1.7 | 12.9 | -2.0 | 9.6
CCOc1ccccc1NC1c2ccccc2C(=O)N1c1cccnc1 (stereo not drawn) | 0.2 | -3.5 | 0.5 | 2.0 | / | i | -3.8 | -5.0 | -1.6 | 1.7
O=C(Nc1ccccc1)c1cccc(S(=O)(=O)Nc2ccccn2)c1 | 4.0 | -0.5 | -0.4 | -2.5 | / | i | -1.3 | -10.8 | 0.5 | 26.6
COC(=O)c1ccc(/C=C/C(=O)O)cc1 | 7.7 | / | 3.2 | 1.0 | 29.6 | i | -9.5 | -7.1 | -3.1 | 14.4
COc1ccc(OCc2nc3ccc(S(=O)(=O)Nc4ccccc4Cl)cc3[nH]2)cc1 | -6.8 | -0.5 | 3.5 | 1.5 | -3.2 | i | 2.4 | -11.5 | 3.5 | 14.6
CC1(C)CC(=O)C=C(N2CCCC2)C1 | 0.3 | -3.5 | 4.3 | -7.6 | -6.5 | i | 0.1 | -1.4 | -0.7 | 10.3
COC(=O)c1c(C)nc2ccccc2c1-c1ccccc1 | -1.7 | -0.4 | 1.7 | -5.7 | 4.4 | i | -1.1 | -1.5 | 1.5 | 19.2

An excerpt; rates above refer to the full screens.
